NCI-60 one-dose screen, 48 h, at 10 µM unless noted. Numbers give growth in % (100 = growth as untreated, 0 = no growth, -100 = all killed).
NCI-H23 – NCI-H23 lung cancer; 4% of 80,000 active; AID 1794731
NCI-H226 – NCI-H226 lung cancer; 3.5% of 79,000 active
IGROV1 – IGROV1 ovarian cancer; 4.7% of 79,000 active
NCI/ADR-RES – NCI/ADR-RES ovarian cells | 4.4% of 81,000 active
NCI-H460 – NCI-H460 lung cancer; 6.8% of 82,000 active; AID 1794736
NCI-H322M – NCI-H322M lung cancer. AID 1794733. 2.7% of 80,000 active
COLO 205 – COLO 205 colon cancer; 7.3% of 79,000 active; AID 1794742
KM12 – KM12 colon cancer cells. 5% of 82,000 active. AID 1794800
NCI-H522 – NCI-H522 lung cancer; 8% of 78,000 active; AID 1794739
Starred values were filed as active, the others as inactive; & = joins results of further samples; ! = a repeat was not active. The calls were made as follows: active = growth percent below 10; inactive = the rest.

For OC(CBr)c1ccc(Cl)c(Cl)c1 (stereo not drawn) the results were NCI-H23 100, NCI-H226 106, IGROV1 106, NCI/ADR-RES 106, NCI-H460 104, NCI-H322M 94, COLO 205 110, KM12 103 and NCI-H522 97.
`Nc1c(S(=O)(=O)O)ccc2c1C(=O)c1ccccc1C2=O` gave NCI-H23 97, NCI-H226 102, IGROV1 101, NCI/ADR-RES 104, NCI-H460 107, NCI-H322M 106, COLO 205 106, KM12 99 and NCI-H522 92.
CNC(=O)c1ccc(C(C)C)cc1 was read as NCI-H23 101, IGROV1 99, NCI/ADR-RES 98, NCI-H460 107, NCI-H322M 95, COLO 205 109, KM12 99 and NCI-H522 88.
Screening CCCCCn1sc(=O)n(Cc2ccc(CNC(=O)C(C)c3ccc(CC(C)C)cc3)cc2)c1=O (stereo not drawn) returned NCI-H23 -73*!, NCI-H226 37&94, IGROV1 -83*!, NCI/ADR-RES -18*!, NCI-H460 23&102, NCI-H322M 68&100, COLO 205 -58*!, KM12 -14*! and NCI-H522 -60*!.
CCC1c2ccc3cc(OC)ccc3c2CCC1(C)C(=O)O (stereo not drawn) was read as NCI-H23 102, NCI-H226 118, IGROV1 134, NCI/ADR-RES 109, NCI-H460 110, NCI-H322M 120, COLO 205 116, KM12 110 and NCI-H522 107.
OCCNc1nc(Nc2ccc(Cl)cc2)nc(Nc2ccc(C3=NN(c4cc(Cl)cc(Cl)c4)C(c4ccc(C(F)(F)F)cc4)C3)cc2)n1 (stereo not drawn) was read as NCI-H23 96, IGROV1 91, NCI/ADR-RES 101, NCI-H460 107, NCI-H322M 87, KM12 106 and NCI-H522 98.
For O=C(Nc1ccccc1)Nc1ccc(Nc2ncnc3sc4c(c23)CCCC4)cc1 the results were NCI-H23 100, NCI-H226 90, IGROV1 107, NCI/ADR-RES 107, NCI-H460 104, NCI-H322M 106, KM12 102 and NCI-H522 93.
`N#Cc1c(-c2ccc(F)cc2)n2cnnc2[nH]c1=O` gave NCI-H23 98, NCI-H226 98, IGROV1 106, NCI/ADR-RES 106, NCI-H460 117, NCI-H322M 100, COLO 205 109, KM12 108 and NCI-H522 109.
CC(C)(C)c1cc(-n2c(-c3cc4ccccc4[nH]c3=O)nc3cc(C(=O)Nc4ccc(Cl)cc4)ccc32)n[nH]1 was read as NCI-H23 91, NCI-H226 94, IGROV1 86, NCI/ADR-RES 99, NCI-H460 100, NCI-H322M 97, COLO 205 107, KM12 101 and NCI-H522 86.
For CCCCOCC(=O)NC1CCCCC1 the results were NCI-H23 109, NCI-H226 104, IGROV1 110, NCI/ADR-RES 105, NCI-H460 107, NCI-H322M 101, COLO 205 108, KM12 102 and NCI-H522 91.
`Nc1nc(Nc2ccccc2SSc2ccccc2Nc2nc(N)nc(-c3cnccn3)n2)nc(-c2cnccn2)n1` gave NCI-H23 94, NCI-H226 98, IGROV1 91, NCI/ADR-RES 106, NCI-H460 98, NCI-H322M 116, COLO 205 112 and KM12 100.
`Clc1cc2c(cc1OCCBr)OCO2` gave NCI-H23 103, NCI-H226 107, IGROV1 97, NCI/ADR-RES 104, NCI-H460 104, NCI-H322M 94, COLO 205 108 and NCI-H522 94.
Screening CN1CCN(CC#CCNC(=O)[C@]2(C)CC[C@]3(C)CC[C@@H]4C(=CC[C@H]5[C@@]4(C)CC[C@H]4C(C)(C)C(=O)CC[C@]54C)[C@@H]3C2)CC1 returned NCI-H23 99, NCI-H226 98, IGROV1 103, NCI/ADR-RES 92, NCI-H460 102, NCI-H322M 97, COLO 205 108, KM12 104 and NCI-H522 98.
`O=C(CCCCC(=O)OC1CCCCC1)OC1CCCCC1` gave NCI-H23 103, IGROV1 95, NCI/ADR-RES 104, NCI-H460 106, NCI-H322M 96, COLO 205 98, KM12 103 and NCI-H522 82.
O=C(CCN1CCCC1)Nc1ccc2c(NCCc3ccccc3)c3ccccc3nc2c1 was read as NCI-H23 -40*, NCI-H226 -20*, IGROV1 -6.5*, NCI/ADR-RES 71, NCI-H460 -65*, NCI-H322M -19*, COLO 205 -38*, KM12 -16* and NCI-H522 -33*.
COc1cc(-c2nc(SCCC(C)C)nc(NC(C)(C)C)c2C#N)cc(OC)c1OC was read as NCI-H23 106, IGROV1 99, NCI/ADR-RES 102, NCI-H460 102, NCI-H322M 102, COLO 205 105, KM12 102 and NCI-H522 88.
`CCCOC(=O)C1(O)CCCC1` gave NCI-H23 106, NCI-H226 93, IGROV1 107, NCI/ADR-RES 108, NCI-H460 108, NCI-H322M 102, COLO 205 118, KM12 116 and NCI-H522 75.
O=C(NCc1ncc[nH]1)c1ccc(-c2nc3ccc4[nH]ncc4c3c3c2CCCC3)cc1 was read as NCI-H23 14, NCI-H226 36, IGROV1 3.6*, NCI/ADR-RES 90, NCI-H460 8.8*, NCI-H322M 21, COLO 205 -10*, KM12 5.0* and NCI-H522 -65*.
For CCCC(C)NCCCCCNc1cc(OC)cc2cccnc12 (stereo not drawn) the results were NCI-H23 84, NCI-H226 89, IGROV1 107, NCI/ADR-RES 88, NCI-H460 101, NCI-H322M 96, COLO 205 83, KM12 100 and NCI-H522 108.
Screening Nc1c(C(=O)Nc2ccccc2C(F)(F)F)sc2nc3c(cc12)C(=O)CCC3 returned NCI-H23 87, NCI-H226 90, IGROV1 96, NCI/ADR-RES 75, NCI-H460 53, NCI-H322M 102, COLO 205 63, KM12 72 and NCI-H522 65.
O=c1/c(=C/c2ccc([N+](=O)[O-])cc2)sc2nc3ccccc3n12 was read as NCI-H226 102, IGROV1 108, NCI/ADR-RES 104, NCI-H460 109, NCI-H322M 100, COLO 205 119, KM12 105 and NCI-H522 105.
For O=C1Nc2ccccc2N2C1=NNC(=S)N2c1ccccc1 the results were NCI-H23 96, NCI-H226 101, IGROV1 105, NCI/ADR-RES 100, NCI-H460 95, NCI-H322M 96, COLO 205 117, KM12 88 and NCI-H522 76.
For O=C1NC2CSC(CCCCC(=O)ON3C(=O)CCC3=O)C2N1 (stereo not drawn) the results were NCI-H23 103, NCI-H226 104, IGROV1 102, NCI/ADR-RES 103, NCI-H460 102, NCI-H322M 111, COLO 205 101, KM12 101 and NCI-H522 91.
For CC(=O)c1cc(C(=O)c2ccccc2)n2cc3ccccc3cc12 the results were NCI-H23 102, NCI-H226 93, IGROV1 103, NCI/ADR-RES 88, NCI-H460 99, NCI-H322M 77, COLO 205 98, KM12 85 and NCI-H522 77.
Screening CC(c1ccccc1)N1C(=O)CSC1=S (stereo not drawn) returned NCI-H23 51, NCI-H226 83, IGROV1 -32*, NCI/ADR-RES -62*, NCI-H460 0.5*, NCI-H322M 75, COLO 205 1.3*, KM12 -38* and NCI-H522 -14*.
Screening CC(C)(C)CC(C)(C)n1nnnc1C(NC12CC3CC(CC(C3)C1)C2)c1ccccc1 (stereo not drawn) returned NCI-H23 91, NCI-H226 84, IGROV1 87, NCI/ADR-RES 86, NCI-H460 94, NCI-H322M 105, COLO 205 122, KM12 101 and NCI-H522 74.
Screening COc1cc(C)c2c(=O)c3c(oc2c1)C(=O)c1c(O)c(OC)cc(O)c1C3=O returned NCI-H23 -2.4*, NCI-H226 31, NCI/ADR-RES 5.6*, NCI-H460 1.0*, NCI-H322M 14, COLO 205 109, KM12 15 and NCI-H522 -48*.
Screening Cc1noc(C)c1C(=O)OCc1coc2ccccc2c1=O returned NCI-H23 71, NCI-H226 85, IGROV1 83, NCI/ADR-RES 91, NCI-H460 84, NCI-H322M 96, COLO 205 67, KM12 96 and NCI-H522 -15*.
NC(=O)c1ccc(Cl)nc1 was read as NCI-H23 98, NCI-H226 94, IGROV1 110, NCI/ADR-RES 103, NCI-H460 102, COLO 205 108, KM12 106 and NCI-H522 88.
For O=C(CN(c1ccc(F)cc1)S(=O)(=O)c1ccc(Cl)cc1)Nc1ccc(S(=O)(=O)Nc2ccccn2)cc1 the results were NCI-H23 89, NCI-H226 98, IGROV1 94, NCI/ADR-RES 93, NCI-H460 101, NCI-H322M 94, COLO 205 92, KM12 101 and NCI-H522 65.
For COc1ccc2nc(NC(=O)c3cccnc3Nc3ccc(Cl)cc3Cl)sc2c1 the results were NCI-H23 72, NCI-H226 75, IGROV1 90, NCI/ADR-RES 84, NCI-H460 79, NCI-H322M 65, COLO 205 132, KM12 92 and NCI-H522 61.
N#CCc1nc(Cl)cc(Cl)n1 was read as NCI-H23 104, NCI-H226 93, IGROV1 104, NCI/ADR-RES 109, NCI-H460 111, NCI-H322M 107, COLO 205 124, KM12 112 and NCI-H522 108.
Screening Cc1ccc(/C(CSc2nc3[nH]c(=O)n(C)c(=O)c3[nH]2)=N\O)cc1 returned NCI-H23 98, NCI-H226 104, IGROV1 109, NCI/ADR-RES 108, NCI-H460 108, NCI-H322M 108, KM12 109 and NCI-H522 94.
N#Cc1c(-c2cccc([N+](=O)[O-])c2)nc(SCC(=O)c2ccc(Cl)cc2)[nH]c1=O was read as NCI-H23 98, NCI-H226 98, IGROV1 104, NCI/ADR-RES 97, NCI-H460 108, NCI-H322M 97, COLO 205 103, KM12 99 and NCI-H522 89.
Screening C=CCc1cc(OC)ccc1O returned NCI-H23 99, NCI-H226 104, IGROV1 91, NCI/ADR-RES 97, NCI-H460 95, NCI-H322M 94, COLO 205 101, KM12 96 and NCI-H522 77.
For CCS(=O)(=O)N1CCN(c2ccccc2)CC1 the results were NCI-H23 127, NCI-H226 105, NCI/ADR-RES 141, NCI-H460 111, NCI-H322M 117, COLO 205 140, KM12 112 and NCI-H522 114.
For C[C@H]1[C@H](C)CC[C@]2(CO)CC[C@]3(C)C(=CC[C@@H]4[C@@]5(C)Cc6c([nH]c7ccccc67)C(C)(C)[C@@H]5CC[C@]43C)[C@H]12 the results were NCI-H23 75, NCI-H226 77, IGROV1 89, NCI/ADR-RES 91, NCI-H460 67, NCI-H322M 72, COLO 205 95, KM12 74 and NCI-H522 -13*.
Screening CCCCNc1ccc(C(=O)NN)cc1 returned NCI-H23 95, NCI-H226 91, IGROV1 106, NCI/ADR-RES 100, NCI-H460 102, NCI-H322M 110, COLO 205 101, KM12 99 and NCI-H522 73.
C/C(CC1(O)C(=O)Nc2ccccc21)=N\O (stereo not drawn) was read as NCI-H23 101, NCI-H226 98, IGROV1 98, NCI/ADR-RES 96, NCI-H460 101, NCI-H322M 102, COLO 205 103, KM12 101 and NCI-H522 91.
For COc1ccc(NC(=O)c2sc3nc4c(cc3c2N)C(=O)CCC4)c(OC)c1 the results were NCI-H23 104, NCI-H226 96, IGROV1 96, NCI/ADR-RES 103, NCI-H460 107, NCI-H322M 99, COLO 205 116, KM12 98 and NCI-H522 103.
`CCCCCCCCCCCC1=NC(CO)(CO)CO1` gave NCI-H23 100, NCI-H226 94, IGROV1 93, NCI/ADR-RES 93, NCI-H460 105, NCI-H322M 74, COLO 205 113 and KM12 103.
Screening CCCC1(/C=N/NC(N)=O)NC(=O)NC1=O (stereo not drawn) returned NCI-H23 104, IGROV1 134, NCI/ADR-RES 108, NCI-H460 122, NCI-H322M 141, COLO 205 109, KM12 111 and NCI-H522 110.
For Cc1ccc(S(=O)(=O)OCCCCOS(=O)(=O)c2ccc(C)cc2)cc1 the results were NCI-H23 100, NCI-H226 89, IGROV1 95, NCI/ADR-RES 100, NCI-H460 94, NCI-H322M 93, COLO 205 109, KM12 103 and NCI-H522 94.
For CCSc1oc(C)nc1[P+](c1ccccc1)(c1ccccc1)c1ccccc1 the results were NCI-H23 21, NCI-H226 58, IGROV1 30, NCI/ADR-RES 98, NCI-H460 17, NCI-H322M 77, COLO 205 -7.5*, KM12 8.2* and NCI-H522 25.
COc1c(O)cc2c(c1OC)OCO2 was read as NCI-H23 102, NCI-H226 103, IGROV1 107, NCI/ADR-RES 112, NCI-H460 102, NCI-H322M 105, COLO 205 120, KM12 105 and NCI-H522 98.
CCCCCCCC[Si](OCC)(OCC)OCC was read as NCI-H23 98, NCI-H226 96, IGROV1 95, NCI/ADR-RES 108, NCI-H460 107, NCI-H322M 103, COLO 205 108 and KM12 103.

7 entries from above, ordered by formula weight, low to high.
Screening C=CCc1cc(OC)ccc1O returned NCI-H23 99, NCI-H226 104, IGROV1 91, NCI/ADR-RES 97, NCI-H460 95, NCI-H322M 94, COLO 205 101, KM12 96 and NCI-H522 77.
Screening CCCCNc1ccc(C(=O)NN)cc1 returned NCI-H23 95, NCI-H226 91, IGROV1 106, NCI/ADR-RES 100, NCI-H460 102, NCI-H322M 110, COLO 205 101, KM12 99 and NCI-H522 73.
`CCCCCCCCCCCC1=NC(CO)(CO)CO1` gave NCI-H23 100, NCI-H226 94, IGROV1 93, NCI/ADR-RES 93, NCI-H460 105, NCI-H322M 74, COLO 205 113 and KM12 103.
For CCSc1oc(C)nc1[P+](c1ccccc1)(c1ccccc1)c1ccccc1 the results were NCI-H23 21, NCI-H226 58, IGROV1 30, NCI/ADR-RES 98, NCI-H460 17, NCI-H322M 77, COLO 205 -7.5*, KM12 8.2* and NCI-H522 25.
N#Cc1c(-c2cccc([N+](=O)[O-])c2)nc(SCC(=O)c2ccc(Cl)cc2)[nH]c1=O was read as NCI-H23 98, NCI-H226 98, IGROV1 104, NCI/ADR-RES 97, NCI-H460 108, NCI-H322M 97, COLO 205 103, KM12 99 and NCI-H522 89.
For COc1ccc2nc(NC(=O)c3cccnc3Nc3ccc(Cl)cc3Cl)sc2c1 the results were NCI-H23 72, NCI-H226 75, IGROV1 90, NCI/ADR-RES 84, NCI-H460 79, NCI-H322M 65, COLO 205 132, KM12 92 and NCI-H522 61.
For C[C@H]1[C@H](C)CC[C@]2(CO)CC[C@]3(C)C(=CC[C@@H]4[C@@]5(C)Cc6c([nH]c7ccccc67)C(C)(C)[C@@H]5CC[C@]43C)[C@H]12 the results were NCI-H23 75, NCI-H226 77, IGROV1 89, NCI/ADR-RES 91, NCI-H460 67, NCI-H322M 72, COLO 205 95, KM12 74 and NCI-H522 -13*.
